PPARg SRC-2 ag: agonists of SRC-2 recruitment by human PPARgamma | P37231 | PPARgamma LBD-SRC-2 recruitment, biochemical | activation, % at 8 µM | hit rate 0.34% among 200,000; in the data active = activation above about 22%;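 also: 0% = vehicle and 100% = reference agonist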
Target sequence (P37231 whole entry, looked up, the tested form may be a part): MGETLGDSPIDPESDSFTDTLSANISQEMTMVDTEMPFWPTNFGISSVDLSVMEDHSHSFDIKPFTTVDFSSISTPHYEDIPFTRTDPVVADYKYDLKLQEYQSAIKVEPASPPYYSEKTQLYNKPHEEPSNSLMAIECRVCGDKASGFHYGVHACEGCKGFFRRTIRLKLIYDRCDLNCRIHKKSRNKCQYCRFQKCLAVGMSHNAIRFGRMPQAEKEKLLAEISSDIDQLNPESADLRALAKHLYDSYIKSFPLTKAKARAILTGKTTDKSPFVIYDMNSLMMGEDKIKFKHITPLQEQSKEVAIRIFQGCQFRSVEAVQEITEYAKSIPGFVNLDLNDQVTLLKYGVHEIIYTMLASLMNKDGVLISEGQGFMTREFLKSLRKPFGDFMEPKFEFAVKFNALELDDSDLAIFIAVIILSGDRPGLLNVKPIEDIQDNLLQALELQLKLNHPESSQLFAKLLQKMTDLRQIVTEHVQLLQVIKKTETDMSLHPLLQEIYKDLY
G6PDH CS: L. mesenteroides G6PDH inhibition counter-screen; inhibition, % at 5 µM; hit rate 0.12% among 200,000; Purified L. mesenteroides G6PDH, diaphorase/resazurin coupled fluorescence, 45 min; AID 1020; in the data active = inhibition above about 50%
PPARg SRC3 recr: agonists of human PPARgamma SRC-3 coactivator recruitment; P37231; AID 731; hit rate 0.26% among 200,000; activation, % at 8 µM; biochemical PPARgamma/SRC-3 coactivator recruitment assay; in the data active = activation above about 23%;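 also: 0% = DMSO and 100% = reference agonist; some compounds past the cut are filed as inactive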
ROMK primary: modulators of human ROMK potassium channel | P48048 | Tet-inducible ROMK, thallium flux fluorescence; actives lie on both sides | B-score at 10 µM | hit rate 2% among 130,000;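 active = signal ratio slope over the read window, or its plate-corrected B-score, at least 3 SD from the plate mean, either direction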;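 also: B-score of the F/F0 ratio slope over 7 to 12 s after thallium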
Diaph inh CS: inhibits diaphorase or chemically oxidizes, flagging diaphorase assay artifacts. diaphorase resazurin-to-resorufin fluorescence, NADH, 16 min; bacterial (C. kluyveri) enzyme, not human. inhibition, % at 20 µM. hit rate 0.69% among 190,000. AID 1217;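 active = primary screen inhibition at 20 µM above a set limit, cut at about 50% in these data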;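 also: plate controls were DMSO with full reaction for no effect and wells lacking NADH for full effect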
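Benchmarks: positive control wells lacking NADH, neutral wells with DMSO only. System: bacterial diaphorase enzyme (C. kluyveri). Input: 0.14 U/mL diaphorase, enzyme working solution. Detection: resorufin fluorescence, excitation 544 nm, emission 590 nm. Times: 16-min room-temperature incubation before reading.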
SRC2 TRFRET art: counter-screen for PPARgamma SRC-2 recruitment agonists: TR-FRET artefact | AID 1049 | hits give high values | hit rate 0.4% among 200,000 | TR-FRET ratio at 8 µM; in the data active = TR-FRET ratio above about 2000; also: inactives centre near 1500
PMI activator: activators of human phosphomannose isomerase; P34949; purified human PMI, coupled resazurin fluorescence, 20 min; hits give high values; 1 = vehicle control, 0 substrate-free wells; activation factor at 20 µM; hit rate 0.005% among 190,000; AID 1214;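 active = activation factor of 2 or more at 20 µM, relative to plate controls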
PMI act satM6P: PMI (human) activation, high substrate. hit rate 0.34% among 190,000. coupled PMI enzyme assay, resazurin fluorescence, 20 min; hits give high values; 1 = untreated enzyme, 0 = substrate-free blank. activation factor at 20 µM;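 active = activation factor of 2 or more at 20 µM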
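Test system: human PMI in coupled enzyme assay; Input: PMI at 15 ng/mL final; Medium: HEPES buffer, pH 7.4; Schedule: 20 min incubation at room temperature; Technique: resorufin fluorescence at Ex 544/Em 590 nm; Compound: 20 µM single dose; Probe or stimulus: Near-saturating mannose-6-phosphate, 1.0 mM.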
Diaph act CS: counter-screen for diaphorase-based assays: diaphorase activators and chemical reducers; hit rate 0.005% among 190,000; Diaphorase/resazurin coupled assay, resorufin fluorescence, 16 min; hits give high values; 1 = vehicle wells, 0 = NADH-free wells; AID 1229; activation factor at 20 µM;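 active = diaphorase activity raised at least twofold by the compound at 20 µM; inactive = activation factor below 2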
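test system = bacterial diaphorase enzyme (C. kluyveri) | quantity = enzyme 0.07 U/mL final | reagent = NADH substrate 0.114 mM plus resazurin dye 0.1 mM, final | incubation = 16 min enzyme reaction, ambient temperature | buffer or medium = HEPES pH 7.4 buffer with MgCl2 and Tween 20 | signal = fluorescence of resorufin, 544 nm excitation, 590 nm emission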
S1P3 antagonist: blocks the human S1P3 receptor | Q99500 | CHO S1P3 NFAT-BLA reporter, FRET fluorescence, antagonist mode | inhibition, % at 4.98 µM | hit rate 0.27% among 170,000;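 active = inhibition above the plate cutoff, the mean inhibition of test wells on that plate plus 3 SD, cut at about 28% in these data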;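 also: cells challenged with S1P at its EC80 of 0.8 µM; blue over green emission ratio from cleaved BLA substrate after 4 h stimulation; 0% = S1P-stimulated wells and 100% = unstimulated DMSO-only wells; some compounds past the cut are filed as inactive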
Target sequence (Q99500 whole entry, looked up): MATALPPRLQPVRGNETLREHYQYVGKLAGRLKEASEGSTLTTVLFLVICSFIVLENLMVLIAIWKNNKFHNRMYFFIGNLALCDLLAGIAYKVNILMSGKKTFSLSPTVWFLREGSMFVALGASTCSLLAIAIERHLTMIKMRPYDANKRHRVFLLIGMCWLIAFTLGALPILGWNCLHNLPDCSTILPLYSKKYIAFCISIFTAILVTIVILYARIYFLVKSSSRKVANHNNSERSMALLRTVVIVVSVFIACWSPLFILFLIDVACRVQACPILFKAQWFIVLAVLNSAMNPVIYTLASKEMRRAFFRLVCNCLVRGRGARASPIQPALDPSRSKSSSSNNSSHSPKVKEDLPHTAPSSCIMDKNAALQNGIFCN
PPARg SRC-1 ag: promotes SRC-1 coactivator recruitment by human PPARgamma | PPARgamma-SRC-1 coactivator recruitment biochemical assay | activation, % at 8 µM | hit rate 0.41% among 200,000; in the data active = activation above about 19%;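 also: 0% = DMSO and 100% = reference agonist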
The depositor's hits bear a star; / = no result given. Compounds were not picked by outcome; any-hit rate near 3.3%.

Start of the listing, in advance:
no.	compound	PMI act satM6P	Diaph act CS	PPARg SRC-2 ag	S1P3 antagonist	PPARg SRC-1 ag	Diaph inh CS	SRC2 TRFRET art	ROMK primary	PMI activator	PPARg SRC3 recr	G6PDH CS
1	S=c1[nH]nc(-c2ccco2)n1Cc1ccccc1	1	0.9	4	/	6	8	1625	0.43	1	14	0
2	COc1cccc(C(C(=O)NC2CCCCC2)N(C(=O)c2ccco2)c2ccc(-n3cnnn3)c(C)c2)c1 (centres undefined)	0.9	0.8	-3	/	-7	20	1421	/	0.9	5	2

The whole of this part, from the first entry:
no.	compound	PMI act satM6P	Diaph act CS	PPARg SRC-2 ag	S1P3 antagonist	PPARg SRC-1 ag	Diaph inh CS	SRC2 TRFRET art	ROMK primary	PMI activator	PPARg SRC3 recr	G6PDH CS
1	S=c1[nH]nc(-c2ccco2)n1Cc1ccccc1	1	0.9	4	/	6	8	1625	0.43	1	14	0
2	COc1cccc(C(C(=O)NC2CCCCC2)N(C(=O)c2ccco2)c2ccc(-n3cnnn3)c(C)c2)c1 (centres undefined)	0.9	0.8	-3	/	-7	20	1421	/	0.9	5	2
3	N#CC1=C(N)C(C#N)(C#N)[C@H](c2ccncc2)[C@H]2CN(C(=O)OCc3ccccc3)CC=C12	1.1	1	6	/	6	4	1525	-2	1.1	-1	7
4	CC(C)OC(=O)c1ccc(OC(=O)c2cccnc2)cc1	1	1	-9	-9	0	-2	1424	/	1	-11	-2
5	CCOC(=O)COc1ccc(S(=O)(=O)Nc2ccc(C)cc2)cc1	1.1	1	7	/	3	-4	1601	0.0056	1	1	6
6	COC1(NC(=O)c2ccccc2)C(C)=CC(=O)C=C1C	0.9	0.9	1	-20	7	11	1881	-0.013	1.2	6	15
7	CCCOC(=O)c1cc(-c2ccc(C=O)o2)ccc1Cl	1	0.9	2	-10	2	8	1384	/	0.9	-7	20
8	CC(C)(C)C1CCC(=NNC(=S)NCc2ccccc2)CC1 (centres undefined)	2*	1	-2	-26	0	1	1547	/	1.8	1	7
9	O=c1cc(-c2ccccc2)nc(SCc2ccccc2F)[nH]1	1.1	1.1	9	-22	2	-5	1635	-0.19	1	7	5
10	COc1cc(C(C)=O)ccc1COc1ccc(C(=O)OCC(N)=O)cc1OC	0.9	0.9	1	-5	-5	12	1312	0.48	0.8	-1	6
11	CCc1c(C)nc2cc(-c3cc(OC)cc(OC)c3)nn2c1N1CCCC1	0.9	0.8	6	24	6	16	1474	-0.75	0.9	10	6
12	O=C1NN(c2ccc(F)c(Cl)c2)C(=O)/C1=C\c1cccc(OC(=O)c2cccs2)c1	1.1	0.8	0	/	0	16	1388	-0.4	1.1	0	0
13	CC(=O)Nc1ccc(Nc2cc(C)nc3c(-c4ccccc4)c(C)nn23)cc1	0.9	0.8	0	1	3	22	1210	-0.17	0.8	-2	-11
14	O=C(NC(NC(=S)Nc1c(Cl)cc(Cl)cc1Cl)C(Cl)(Cl)Cl)OCc1ccccc1 (centres undefined)	1	0.9	4	-1	-3	11	1634	/	0.9	0	-13
15	Cn1nnnc1SCc1cccc2ccccc12	1.1	1.1	-6	-9	5	-10	1446	-1.2	1.1	0	6
16	C#CCNC(=O)C1=C[C@@H](c2cn(C(C)=O)c3ccccc23)C[C@@H](OCc2ccc(CO)cc2)O1	0.9	0.7	-5	3	1	33	1264	/	0.9	1	-2
17	CCC(C)[C@H](NC(=O)NCc1ccc(Cl)cc1)C(=O)OC (some centres undefined)	0.9	0.9	0	-12	0	13	1531	-0.02	1	-8	3
18	CC(C(=O)Nc1ccc2c(c1)OCO2)N(c1ccc(Cl)cc1)S(C)(=O)=O (centres undefined)	1.1	1.1	8	-2	2	-8	1464	-0.12	1	5	1
19	CCN(CC)N=Nc1cccc(NC(C)=O)c1	0.9	0.9	7	-3	10	9	1567	0.86	1	1	16
20	N#C/C(=C\c1ccc(Cl)cc1)c1nc2ccccc2o1	1	1	0	-4	-1	3	1502	/	1	-1	-22
21	NC(=O)c1c(NC(=S)Nc2ccccc2)sc2c1CCCC2	0.8	0.6	14	6	5	36	1869	0.074	0.6	7	-1
22	Cn1c(/C=N/NC(=O)c2ccccc2)nc2ccccc21	0.9	0.9	-7	/	1	7	1445	/	1	3	7
23	CCOC(=O)CN1C(=O)c2ccccc2C1=O	0.9	0.9	9	-20	3	12	1584	0.017	0.9	-4	0
24	O=C(O)CN(c1ccccn1)S(=O)(=O)c1ccccc1	1.1	1	15	/	6	-1	1733	0.66	1.1	8	1
25	COc1ccccc1NC(=O)COc1ccccc1C(=O)c1cnn(-c2ccccc2)c1	0.9	0.8	5	-2	-3	15	1652	/	0.9	4	-47
26	CC(NCc1ccc2c(c1)OCO2)C(=O)NC1CCCc2ccccc21 (centres undefined)	0.9	0.8	3	/	-2	21	1452	-0.79	0.9	-6	-1
27	CCCC(OC(=O)CC1Sc2ccccc2NC1=O)C(=O)NCc1ccco1 (centres undefined)	1.2	0.9	6	/	6	5	1751	/	1.1	5	-5
28	COc1ccc(NC(=O)N2CCCCC2)cc1	0.9	0.9	4	-4	0	9	1580	/	0.9	8	-1
29	COc1cc(/C=C/C(=O)OCc2c(C)noc2C)ccc1OC(F)F	0.9	0.8	5	15	-1	18	1786	-0.4	0.9	6	11
30	Cc1ccc(S(=O)(=O)Nc2ccc(N3CCOCC3)cc2)cc1[N+](=O)[O-]	0.9	0.9	-3	-7	3	13	1664	0.00016	1	2	9
31	COc1ccc(CCNC(=O)CSc2nc3[nH]ncc3c(=O)n2-c2ccc(Br)cc2)cc1OC	1	0.8	-7	-10	2	23	1393	-0.21	1	2	4
32	N#Cc1ccc(-c2cccnc2)nc1SCC(=O)Nc1sc2c(c1C#N)CCC2	1.3	0.9	7	/	11	14	1454	-0.22	1.1	-2	-59
33	Cc1cc(-c2ccccc2)n2nc(C)c(C#N)c2n1	0.9	0.9	7	/	-1	7	1700	-0.53	0.9	-3	10
34	Cc1cccc(NC(=O)C2(c3cccs3)CCOCC2)c1	0.7	1	3	5	4	-2	1650	0.82	0.9	3	15
35	COc1cc2nc(SCc3c(C)noc3C)n(CCC3=CCCCC3)c(=O)c2cc1OC	0.9	0.8	-4	4	1	22	1562	0.12	0.9	-1	9
36	CC(C)Oc1cccc(C(=O)Nc2ccc(CN3CCOCC3)cc2)c1	0.9	0.9	7	-12	4	8	1607	/	0.9	2	-13
37	CCN(CC(=O)NCc1cccs1)C(=O)c1cccc(S(=O)(=O)N2CCc3ccccc32)c1	1	0.9	3	2	1	10	1697	1.2	1	3	-4
38	COC(=O)C(O)(CC(=O)Nc1ccc(Cl)cc1F)C(F)(F)F (centres undefined)	1	0.9	3	-12	-2	11	1435	/	0.9	-1	2
39	CN(C)c1ccc(/C=N\NC(=O)c2ccc(Cn3cc(Cl)cn3)cc2)cc1	0.8	0.8	8	11	7	18	1583	1.2	0.9	4	-1
40	Cc1cccc(C)c1NC(=O)N1C2CCC1CC(O)(c1cccnc1)C2 (centres undefined)	1	0.9	3	-2	-5	8	1610	-1.1	0.9	4	9

4 entries from above, sorted by formula weight, descending:
no.	compound	PMI act satM6P	Diaph act CS	PPARg SRC-2 ag	S1P3 antagonist	PPARg SRC-1 ag	Diaph inh CS	SRC2 TRFRET art	ROMK primary	PMI activator	PPARg SRC3 recr	G6PDH CS
26	CC(NCc1ccc2c(c1)OCO2)C(=O)NC1CCCc2ccccc21 (centres undefined)	0.9	0.8	3	/	-2	21	1452	-0.79	0.9	-6	-1
40	Cc1cccc(C)c1NC(=O)N1C2CCC1CC(O)(c1cccnc1)C2 (centres undefined)	1	0.9	3	-2	-5	8	1610	-1.1	0.9	4	9
38	COC(=O)C(O)(CC(=O)Nc1ccc(Cl)cc1F)C(F)(F)F (centres undefined)	1	0.9	3	-12	-2	11	1435	/	0.9	-1	2
24	O=C(O)CN(c1ccccn1)S(=O)(=O)c1ccccc1	1.1	1	15	/	6	-1	1733	0.66	1.1	8	1

(more compounds)
no.	compound	PMI act satM6P	Diaph act CS	PPARg SRC-2 ag	S1P3 antagonist	PPARg SRC-1 ag	Diaph inh CS	SRC2 TRFRET art	ROMK primary	PMI activator	PPARg SRC3 recr	G6PDH CS
41	Cn1c(=O)oc2cc(S(=O)(=O)N3CCCC(C(=O)NCc4ccc5c(c4)OCO5)C3)ccc21 (centres undefined)	1.1	1.1	4	-45	1	-6	1580	/	1.1	15	0
42	CC(c1ccccc1)n1cnc2ccccc21 (centres undefined)	0.9	0.9	6	13	0	10	1311	/	0.9	-2	14
43	Nc1nc(C(=O)N2CCOCC2)nn1S(=O)(=O)c1ccccc1	1	0.7	-7	/	12	27	1568	-0.1	1	0	10
44	COCCn1nnnc1SCC(=O)c1ccccc1	1	0.9	-3	-21	0	10	1556	-0.032	0.9	-1	7
45	COc1ccccc1N1CCN(C(=O)c2cc3c(-c4ccc(Cl)cc4)nn(C)c3s2)CC1	1	0.7	1	0	-4	31	1582	/	0.9	-6	10
46	O=C(CN1CCC(Cc2ccccc2)CC1)NC(=O)NCc1ccccc1	0.9	0.9	3	1	1	10	1515	/	0.9	-2	-9
47	Clc1cccc(Cl)c1CSc1nnc2ccccn12	1	0.9	-5	-3	-6	9	1539	0.024	0.9	-2	12
